PME-1 inh: PME-1 (human) inhibition. 320,000 compounds, 0.53% hits. recombinant PME-1, FP-Rh probe fluorescence polarization. inhibition, % at 5.9 µM. Q9Y570;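 active means inhibition above the campaign mean of all compounds plus 3 SD, cut at about 26% in these data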;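 further: competitive labeling of PME-1 active site by serine hydrolase directed probe; 0% = PME-1 with DMSO and 100% = wells lacking PME-1 enzyme; inhibitors block probe labeling so polarization falls and inhibition rises; many of its hits are not listed in these tables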
GSTO1 counter: blocks human GSTO1 in RBBP9 counter-screen; P78417; recombinant GSTO1, activity-based probe fluorescence polarization; inhibition, % at 5.96 µM; 300,000 compounds, 1.1% hits;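 active means inhibition above the campaign mean inhibition plus 3 SD, cut at about 35% in these data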;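 further: 0% = GSTO1-1 with DMSO and 100% = wells lacking GSTO1-1 enzyme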
Target sequence (P78417 whole entry, looked up): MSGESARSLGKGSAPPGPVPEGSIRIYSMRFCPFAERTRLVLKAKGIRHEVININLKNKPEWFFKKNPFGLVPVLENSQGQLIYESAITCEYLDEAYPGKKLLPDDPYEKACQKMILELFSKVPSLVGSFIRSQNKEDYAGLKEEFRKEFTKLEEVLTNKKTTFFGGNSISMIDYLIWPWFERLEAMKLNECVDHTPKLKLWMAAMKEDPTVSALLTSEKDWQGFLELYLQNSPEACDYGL
PAD4 FP inh: inhibitors of human PAD4 | Q9UM07 | recombinant PAD4, RCA probe fluorescence polarization | inhibition, % at 6.36 µM | 330,000 compounds, 0.41% hits;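 active means percent inhibition above a cutoff equal to the mean of all tested compounds plus 3 SD, cut at about 15% in these data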;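 further: 0% = PAD4 with RCA probe and DMSO and 100% = probe without PAD4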
PAFAH1B2 inh: blocks human PAF acetylhydrolase 1b catalytic subunit 2; P68402; recombinant PAFAH1B2, FP-rhodamine activity probe, fluorescence polarization; inhibition, % at 3.39 µM; 340,000 compounds, 1.2% hits; AID 492953;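 active means inhibition above the mean of all tested compounds plus 3 SD, cut at about 24% in these data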;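 further: 0% = enzyme with DMSO and 100% = wells lacking PAFAH1B2; many of its hits are not listed in these tables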
Target sequence (P68402 whole entry, looked up): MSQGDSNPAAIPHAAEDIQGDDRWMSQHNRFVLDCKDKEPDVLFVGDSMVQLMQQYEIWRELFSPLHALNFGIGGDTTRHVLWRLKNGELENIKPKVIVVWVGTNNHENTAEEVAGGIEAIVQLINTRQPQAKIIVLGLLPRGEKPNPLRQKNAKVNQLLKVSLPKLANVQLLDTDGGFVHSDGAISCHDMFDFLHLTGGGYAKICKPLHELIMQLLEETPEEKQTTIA
LYPLA2 inh: LYPLA2 (human) inhibition in PME1 counter-screen. 320,000 compounds, 0.38% hits. inhibition, % at 5.9 µM. recombinant LYPLA2, FP-Rh probe fluorescence polarization. AID 2177. O95372;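 active means inhibition above the screen-wide mean plus 3 SD, limit set per campaign, cut at about 26% in these data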;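 further: 0% = LYPLA2 with DMSO and 100% = wells lacking LYPLA2 enzyme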
LYPLA1 counter: blocks human lysophospholipase 1, a PME1 counter-screen. O75608. recombinant LYPLA1, FP-Rh probe fluorescence polarization. inhibition, % at 5.9 µM. 320,000 compounds, 0.16% hits;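 active means inhibition above the mean of all tested compounds plus 3 SD, set per campaign, cut at about 14% in these data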;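 further: inhibitors block serine hydrolase probe labeling of LYPLA1 so polarization falls; 0% = enzyme with DMSO and 100% = wells lacking LYPLA1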
Target sequence (O75608 whole entry, looked up): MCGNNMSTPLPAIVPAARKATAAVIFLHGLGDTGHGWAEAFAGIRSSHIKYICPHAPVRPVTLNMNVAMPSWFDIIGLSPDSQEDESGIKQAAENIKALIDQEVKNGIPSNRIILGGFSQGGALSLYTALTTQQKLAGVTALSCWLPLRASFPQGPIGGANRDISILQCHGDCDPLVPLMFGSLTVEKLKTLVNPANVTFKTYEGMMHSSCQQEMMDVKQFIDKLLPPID
PAFAH1B3 FP inh: blocks human PAF acetylhydrolase 1B catalytic subunit 3; Q15102; recombinant PAFAH1B3, FP-rhodamine probe, fluorescence polarization; inhibition, % at 3.39 µM; 340,000 compounds, 0.28% hits;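 active means inhibition above the screen-wide average of all tested compounds plus 3 SD, cut at about 25% in these data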;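 further: 0% = enzyme with DMSO only and 100% = wells lacking PAFAH1B3 protein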
Target sequence (Q15102 whole entry, looked up): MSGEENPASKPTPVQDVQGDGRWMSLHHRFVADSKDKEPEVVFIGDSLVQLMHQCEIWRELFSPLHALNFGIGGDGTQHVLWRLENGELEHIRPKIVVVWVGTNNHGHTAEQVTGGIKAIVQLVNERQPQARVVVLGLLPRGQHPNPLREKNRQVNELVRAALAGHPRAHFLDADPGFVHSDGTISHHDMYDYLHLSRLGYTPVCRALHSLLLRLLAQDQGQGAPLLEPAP
pPAFAH FP inh: inhibitors of human plasma PAF acetylhydrolase (pPAFAH); Q13093; recombinant pPAFAH, FP-rhodamine probe fluorescence polarization; inhibition, % at 3.39 µM; 330,000 compounds, 1.5% hits; AID 463082;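 active means inhibition above the mean inhibition across the screen plus 3 SD, cut at about 25% in these data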;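 further: inhibitors block binding of the rhodamine activity-based probe so polarization drops; 0% = enzyme with DMSO and 100% = wells lacking pPAFAH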
PAFAH2 inh: inhibitors of human PAFAH2 | recombinant PAFAH2, FP-rhodamine activity probe, fluorescence polarization | inhibition, % at 3.39 µM | 340,000 compounds, 0.99% hits;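 active means inhibition above the mean over all tested compounds plus 3 SD, cut at about 30% in these data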;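 further: inhibitors block probe labeling of enzyme so polarization drops; 0% = enzyme with DMSO and 100% = wells lacking PAFAH2 protein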
An asterisk follows results filed as active; x = not tested or not shown. A portion of the library. The share of hits here may be higher or lower than overall.

A first look, 4 compounds:
SMILES	PME-1 inh	GSTO1 counter	PAD4 FP inh	PAFAH1B2 inh	LYPLA2 inh	LYPLA1 counter	PAFAH1B3 FP inh	pPAFAH FP inh	PAFAH2 inh
Cc1cc(C)nc(NC(=NCCc2c[nH]c3ccccc23)NC(=O)C(C)(C)C)n1	-1	7	4	-2	8	2	4	-1	6
Cc1ccc(N2CC(C(=O)Nc3cc(C)on3)CC2=O)cc1 (configuration not stated)	3	11	-1	0	-2	3	9	3	-2
CCCCN(CC)Cc1ccc(CNC(=O)Nc2ccc(OCC)cc2)o1	4	1	4	1	3	1	6	3	-6
Cc1cc(F)c(F)c(C(=O)N2CCN(C)CC2)c1Cl	0	3	-1	-1	0	-5	1	2	-1

This part in full, previewed entries included:
SMILES	PME-1 inh	GSTO1 counter	PAD4 FP inh	PAFAH1B2 inh	LYPLA2 inh	LYPLA1 counter	PAFAH1B3 FP inh	pPAFAH FP inh	PAFAH2 inh
Cc1cc(C)nc(NC(=NCCc2c[nH]c3ccccc23)NC(=O)C(C)(C)C)n1	-1	7	4	-2	8	2	4	-1	6
Cc1ccc(N2CC(C(=O)Nc3cc(C)on3)CC2=O)cc1 (configuration not stated)	3	11	-1	0	-2	3	9	3	-2
CCCCN(CC)Cc1ccc(CNC(=O)Nc2ccc(OCC)cc2)o1	4	1	4	1	3	1	6	3	-6
Cc1cc(F)c(F)c(C(=O)N2CCN(C)CC2)c1Cl	0	3	-1	-1	0	-5	1	2	-1
COC(=O)CCNc1n[nH]c(=O)[nH]c1=O	-3	6	0	2	-2	-1	0	0	7
CC1CCN(C2CCN(C(=O)c3ccccc3F)CC2)CC1	-5	7	-2	-5	5	-1	2	2	-3
CCOc1ccccc1NC(=O)CN1C(=O)COc2ccc(C)cc21	0	6	2	6	11	2	11	0	-1
COc1ccc(CNc2nc(NCc3ccc(OC)cc3)n(C(=O)c3ccncc3)n2)cc1	1	-14	2	3	2	-1	2	-1	-5
NC(=O)c1nsc(C(=O)N(Cc2ccco2)C(C(=O)NCc2ccc(F)cc2)c2ccc(O)cc2)c1N (configuration not stated)	4	1	2	3	-2	-2	3	6	2
Cc1ccc(NC(=O)[C@@H]2CCC(=O)N2C2OC(=O)c3ccccc32)cc1Cl (some centres not stated)	7	-9	0	2	5	-1	9	2	0
COc1ccc(CCNC(=O)C(=O)NCc2ccc(C)cc2)cc1OC	0	-3	1	-1	0	1	0	4	3
CCC(=O)c1ccc(OCCn2cnc3ccccc32)cc1	-13	-2	-1	2	-1	-6	4	-2	3
Cc1ccc(C(=O)Nc2ccncc2)cc1[N+](=O)[O-]	1	3	-1	-2	1	0	3	-4	0
Cc1cnn(-c2ccc3nnc(-c4ccc(Br)cc4)n3n2)c1	9	-3	-2	2	-3	-2	-14	3	6
O=S1(=O)C=CC(Sc2nc3ccccc3[nH]2)C1 (configuration not stated)	-6	0	-2	3	5	-3	8	7	-2
O=C(Nc1ccc(F)c(F)c1)c1oc2ccccc2c1NC(=O)C1CCCO1 (configuration not stated)	-6	-7	-4	-4	-7	-8	-3	1	-8
CN(C)CCCNc1oc(-c2ccc(Cl)cc2)nc1C#N	-10	3	0	-1	-2	2	-3	5	1
NC(=O)CSc1nnc(NC(=O)c2ccc(Br)o2)s1	-2	-31	-3	11	0	1	5	6	19
CC1Cc2ccccc2N1C(=O)c1ccc2c(c1)OCO2 (configuration not stated)	1	0	2	0	2	-2	1	-1	-2
CC1(c2ccc(Cl)cc2Cl)NC(=O)N(CC(=O)Nc2ccc3[nH]c(=O)[nH]c3c2)C1=O (configuration not stated)	0	-6	-4	2	4	2	2	4	5

An excerpt from above in order of their number in PAD4 FP inh, largest number first.
| structure | PAD4 FP inh |
| --- | --- |
| CCCCN(CC)Cc1ccc(CNC(=O)Nc2ccc(OCC)cc2)o1 | 4 |
| CCOc1ccccc1NC(=O)CN1C(=O)COc2ccc(C)cc21 | 2 |
| COC(=O)CCNc1n[nH]c(=O)[nH]c1=O | 0 |
| O=S1(=O)C=CC(Sc2nc3ccccc3[nH]2)C1 (configuration not stated) | -2 |
| NC(=O)CSc1nnc(NC(=O)c2ccc(Br)o2)s1 | -3 |
| O=C(Nc1ccc(F)c(F)c1)c1oc2ccccc2c1NC(=O)C1CCCO1 (configuration not stated) | -4 |

(next part)
SMILES	PME-1 inh	GSTO1 counter	PAD4 FP inh	PAFAH1B2 inh	LYPLA2 inh	LYPLA1 counter	PAFAH1B3 FP inh	pPAFAH FP inh	PAFAH2 inh
CN1CCN(C(=O)c2ccc(N(Cc3ccc(Cl)cc3)S(C)(=O)=O)cc2)CC1	1	-3	2	0	4	2	7	6	-1
Cc1c(C)c2ccc(OS(C)(=O)=O)cc2oc1=O	3	-1	0	2	8	1	2	-2	-8
COC(=O)C1CCCCN1C(=O)c1ccc2oc(C(C)C)nc2c1 (configuration not stated)	2	-5	-7	-3	-13	-6	1	2	-4
CS(=O)(=O)c1ccc(Cl)c(NC(=O)COC(=O)CCCN2C(=O)c3cccc4cccc(c34)C2=O)c1	-2	1	2	-1	3	-1	4	0	13
Cc1c(N2C(=O)CSC23C(=O)Nc2ccccc23)c(=O)n(-c2ccccc2)n1C (configuration not stated)	2	-5	6	-2	9	3	-1	3	5
Cc1ccccc1N1CCN(C2CCCN(C(=O)c3cc(C(C)C)[nH]n3)C2)CC1 (configuration not stated)	-2	7	-1	1	3	0	11	2	-3
O=C(CCNS(=O)(=O)c1ccc(Br)cc1)NCc1cccs1	-2	6	-1	16	5	-1	1	4	3
c1ccc(Sc2ncnc3ccccc23)cc1	1	2	2	x	-4	1	x	1	x
Cc1cccc(OC(=O)c2cccnc2)c1	5	0	-1	1	10	2	4	2	4
CC1CCN(CCNC(=O)C2CCCN(S(=O)(=O)c3cccc4nsnc34)C2)CC1 (configuration not stated)	1	0	-3	-1	3	-4	-1	4	2
O=C1[C@@H]2CSCN2C(=O)CN1Cc1cccc(C(F)(F)F)c1	4	10	2	7	2	-2	5	3	3
Cc1ccc(-n2nnnc2SCC(=O)Nc2cccc(NC(=O)c3ccco3)c2)cc1C	-13	3	-13	-5	-18	-11	-16	0	-22
c1ccc(CCc2cn(C[C@H]3CC[C@@H]([C@@H]4CC[C@H](Cn5cc(CCc6ccccc6)nn5)O4)O3)nn2)cc1	5	4	-1	9	0	1	1	-5	-5
CCN=C(Nc1cccc(F)c1)SC1CC(=O)N(c2ccc(OC)cc2)C1=O (configuration not stated)	2	5	3	0	3	-6	-3	4	7
CC(C)NC(=O)NS(=O)(=O)c1cnccc1N1CCCCC1	-3	11	5	8	2	-1	9	-7	12
Cc1ccccc1Oc1ccccc1N	-2	0	4	4	-4	-1	6	-3	-4
O=C1C=C(c2ccc3c(c2)oc2ccccc23)C[C@@H](c2ccc(Cl)cc2)C1	-2	x	-3	2	5	1	8	1	1
N#Cc1ccc(NC(=O)CCc2nc3ccccc3s2)cc1	1	-6	-7	1	1	2	9	6	-3
COc1cc(CNCc2ccc(SC)cc2)cc(OC)c1	-5	-1	-4	-2	-3	-1	5	3	-4
COc1ccc(/C=C/c2nnc(NC(=O)C(C)C)s2)cc1	-8	-1	5	-2	15	2	0	0	1
CCCCCCOc1ccc(/C(N)=N/O)cc1	0	8	-3	1	7	0	-6	9	5
Cc1ccc(NC(=O)CC2=NC(=O)C(CC(=O)Nc3ccccc3F)S2)cc1 (configuration not stated)	-11	-13	-7	3	-1	-2	-1	2	-6
COc1cc(CCC(=O)Nc2ccc(C)c(S(=O)(=O)N(C)C)c2)cc(OC)c1OC	1	0	-3	6	2	-3	2	2	-4
CCOc1cc(C(=O)Nc2nnc(C)s2)cc(OCC)c1OCC	0	1	-1	2	-3	-1	-4	-3	4
O=C1CC[C@@H](CN(Cc2ccccn2)Cc2nc(Cc3cccc(C(F)(F)F)c3)no2)N1	3	1	2	3	8	1	1	6	0
CCOc1ccccc1OCCn1nnc2ccccc21	0	-1	-1	1	-1	1	10	0	3
O=C(O)CCc1c(C(=O)O)[nH]c2ccccc12	-2	2	-3	2	6	-1	5	5	-4
Clc1ccc(CSc2nnc(CN3CCOCC3)n2-c2ccccc2)cc1Cl	2	-5	-1	5	-1	-1	2	0	-23
CN(C)C(CNC(=O)c1cc2ccccc2o1)c1ccco1 (configuration not stated)	x	x	88*	8	x	x	5	4	10
CC(=O)N1C2CCCCC2S[C@H]2CCCCC21 (some centres not stated)	2	4	-1	2	-1	-4	5	1	0

Record cards, as listed above. Values in the order: PME-1 inh, GSTO1 counter, PAD4 FP inh, PAFAH1B2 inh, LYPLA2 inh, LYPLA1 counter, PAFAH1B3 FP inh, pPAFAH FP inh, PAFAH2 inh
COC(=O)CCNc1n[nH]c(=O)[nH]c1=O across the screens: -3, 6, 0, 2, -2, -1, 0, 0, 7
Cc1ccccc1N1CCN(C2CCCN(C(=O)c3cc(C(C)C)[nH]n3)C2)CC1 (configuration not stated) across the screens: -2, 7, -1, 1, 3, 0, 11, 2, -3
c1ccc(CCc2cn(C[C@H]3CC[C@@H]([C@@H]4CC[C@H](Cn5cc(CCc6ccccc6)nn5)O4)O3)nn2)cc1 across the screens: 5, 4, -1, 9, 0, 1, 1, -5, -5
CN(C)C(CNC(=O)c1cc2ccccc2o1)c1ccco1 (configuration not stated) across the screens: x, x, 88*, 8, x, x, 5, 4, 10
COc1cc(CNCc2ccc(SC)cc2)cc(OC)c1 across the screens: -5, -1, -4, -2, -3, -1, 5, 3, -4

Continued:
SMILES	PME-1 inh	GSTO1 counter	PAD4 FP inh	PAFAH1B2 inh	LYPLA2 inh	LYPLA1 counter	PAFAH1B3 FP inh	pPAFAH FP inh	PAFAH2 inh
CC(=O)Nc1cccc(NCC(=O)Nc2cc(S(=O)(=O)N3CCCCC3)ccc2Cl)c1	x	x	-2	1	x	x	8	6	-3
CCc1cccc2c(C(=O)Cn3nnc(-c4ccc(OC)c(OC)c4)n3)c[nH]c12	-3	2	-3	4	2	-11	2	-3	-4
CSc1ccccc1C(=O)OCC(=O)Nc1cccnc1Cl	x	x	1	8	x	x	1	1	2
Cc1ccc(NC(=O)NC2CC(=O)N(c3ccc4c(c3)OCCO4)C2)cc1C (configuration not stated)	4	4	3	5	-13	-3	4	0	2
COC(=O)c1[nH]c2ccc(C)cc2c1NC(=O)CN1CCN(C(=O)c2ccccc2)CC1	2	4	1	3	-5	3	5	1	-5
Cc1cc(C)cc(OCC(=O)O/N=C(\N)Cc2ccc([N+](=O)[O-])cc2)c1	4	-4	-10	x	3	2	x	4	x
CCn1c(SCc2nc3sc(C(=O)O)c(C)c3c(=O)[nH]2)nc2ccccc21	12	3	-13	12	0	-4	43*	48*	16
O=C(O)c1cc(S(=O)(=O)Nc2ccccc2C(=O)O)ccc1O	-3	-111	-2	1	0	0	-3	4	-1
CCOC(=O)c1c(C)[nH]c(C(=O)COC(=O)c2ccccn2)c1C	-7	3	-2	2	7	-3	1	3	-4
Cc1ccc(C(=O)O/N=C(\c2ccccc2)c2cccnc2)cc1	3	6	7	3	7	-6	6	15	73*
O=C(CC(=O)Nc1cccnc1)Nc1cccnc1	0	0	-2	7	7	3	2	3	2
Cc1ccc2[nH]c(=O)c(CNC(C)C)cc2c1	1	2	-8	3	0	1	-2	6	5
COc1ccc(OC)c(C(c2nnnn2C2CCCC2)N2CCc3ccccc3C2)c1 (configuration not stated)	6	-11	0	-2	-5	-2	1	7	-7
C=C(C)C1(O)OC(=O)C=C1OC (configuration not stated)	-7	-8	3	1	1	-2	8	5	-50

From PubChem BioAssay
